# GLP1R ag – agonists of human GLP-1 receptor | Potency, µM (series often up to 45.6 µM), for the others: top-dose activation, most hits filed as activators | hit rate 0.007% among 380,000 | AID 624172 | HEK293 GLP-1R CRE-luciferase, luminescence, 4-6 h; cells express a hypersensitive GLP-1R form; also: potency is read from the fitted curve at half-maximal effect; % of control where 0% means no effect
# Target sequence (P43220 whole entry, looked up): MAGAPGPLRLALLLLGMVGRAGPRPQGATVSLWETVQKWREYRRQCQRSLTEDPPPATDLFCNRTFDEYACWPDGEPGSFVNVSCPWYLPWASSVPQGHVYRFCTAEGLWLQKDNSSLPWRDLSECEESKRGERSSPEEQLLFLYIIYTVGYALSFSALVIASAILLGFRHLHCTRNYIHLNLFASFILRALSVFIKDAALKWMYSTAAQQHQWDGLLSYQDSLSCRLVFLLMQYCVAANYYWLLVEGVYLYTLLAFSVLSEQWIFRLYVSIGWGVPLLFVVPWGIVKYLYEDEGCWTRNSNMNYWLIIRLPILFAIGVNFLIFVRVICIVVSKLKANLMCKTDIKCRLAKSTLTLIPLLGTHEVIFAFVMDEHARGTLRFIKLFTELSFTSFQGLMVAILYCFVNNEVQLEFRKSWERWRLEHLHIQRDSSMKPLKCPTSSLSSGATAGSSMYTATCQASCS
# FUS suppressor – suppressors of FUS proteinopathy in yeast | hit rate 0.24% among 390,000 | Potency, µM (highest dose often 76.6 µM), for inactives: top-dose growth rescue (activation), actives largely listed as activators | S. cerevisiae FUS-expressing, growth rescue, OD600, 24 h;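 also: potency is read from the fitted curve at half-maximal effect; plate controls were DMSO vehicle for no effect and reference control for full effect; nearly all actives have a fitted effect of over 55% in size; some results filed as inactive show a strong effect at the top dose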
#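 Toxicity suppression screen in FUS-yeast. Cells induced with 2% galactose, starting OD 0.005, treated 24hr at 30C with compounds at multiple final concentrations; growth by OD600.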
# Abeta rescue – restores growth of yeast expressing A-beta42 peptide; yeast expressing A-beta42, growth rescue, OD600, 48 h; response scale: 0% DMSO, 100% iron-clioquinol control; Potency, µM (titrated, usually from 46.1 µM), for inactives: at the highest dose growth rescue, actives largely listed as activators; hit rate 0.063% among 410,000; AID 1347071; also: potency is read from the fitted curve at half-maximal effect; nearly all actives have a fitted effect of over 55% in size
#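 Yeast A-beta toxicity model in growth medium with pinned compounds, 48 h at 30 C; growth read as absorbance at 600 nm. Normalized to FeCl3/clioquinol equimolar mix (positive) and DMSO (negative).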
# aSyn yeast inh – alpha-synuclein toxicity inhibition in yeast; Yeast expressing alpha-synuclein, growth rescue, BacTiter-Glo, 24 h; Potency, µM (highest dose often 46.1 µM), for the others: at the highest dose growth rescue (activation), most hits filed as activators; hit rate 0.14% among 370,000; AID 652106; also: potency is read from the fitted curve at half-maximal effect; % of control where 0% means no effect; nearly all actives have a fitted effect of over 65% in size
#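 Screening used galactose-induced yeast with toxic alpha-synuclein levels, exposed to compound for 24 hr at 30 deg C. Cell growth, read with BacTiter-Glo luminescence, gave the measured signal.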
# DRD3 antagonist – antagonists of human D3 dopamine receptor. P35462. D3R cells, DiscoveRx beta-arrestin luminescence, antagonist mode; stronger effect = lower value. max response, negative = inhibition, %. hit rate 2.5% among 360,000; in the data active = max response below about -50%; inconclusive = no clear call, values can overlap the other calls; also: % is scaled to controls: 0 for no effect and ±100 for the full control effect; mostly tested at two doses, the higher about 12 µM
#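 Cells expressing the human receptor were seeded at 1500 cells/well, incubated overnight at 37 degrees C in 5% CO2, then exposed to library compounds with dopamine controls for 90 minutes at 37 degrees C before luminescent detection.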
# TDP43 rescue – TDP-43 toxicity inhibition in yeast; TDP-43 expressing yeast growth rescue, BacTiter-Glo, 24 h; hit rate 1.8% among 410,000; Potency, µM (top dose mostly 46.1 µM), inactives show at the top dose growth rescue (activation), most hits filed as activators; also: potency is read from the fitted curve at half-maximal effect; % of control where 0% means no effect; nearly all actives have a fitted effect of over 50% in size
#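 Cell-based yeast growth screen: TDP-43 expression induced in galactose, inoculum OD600=0.02 after raffinose pregrowth to mid-log. Read-out BacTiter-Glo luminescence at 24 hr, 30 deg C; inhibition of toxicity seen as signal increase.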
# pAkt inh – Akt phosphorylation inhibition. hit rate 0.32% among 360,000. activity change, % for hits at 50 µM. Neuro2A IGF-stimulated pAkt S473 HTRF, 20 min; stronger effect = lower value; in the data active = activity change below about -80%; inconclusive = mostly about -51% to -80%; also: % is scaled to controls: 0 for no effect and ±100 for the full control effect
#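 Neuro2A cells in DMEM with 0.5% FBS, overnight at 37 deg C, given compound at single 50 µM final, then IGF (6 nM final) for 20 min at 37 deg C. Lysed; phospho-Akt Ser473 by HTRF after 24 h, 665/615 ratio.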
# PTHR1 agonist – activates the human parathyroid hormone receptor PTHR1 | Q03431 | HEK293 GP2 PTHR1 cells, GloSensor cAMP luminescence, 1 h | Potency, µM (doses to about 115 µM), without a hit: at the top dose activation, most hits filed as activators | hit rate 0.075% among 410,000 | AID 743266; also: potency is read from the fitted curve at half-maximal effect; nearly all actives have a fitted effect of over 55% in size; some results filed as inactive show a strong effect at the top dose; inactives centre near -15; many of its hits are not listed in these tables
# Target sequence (Q03431 whole entry, looked up): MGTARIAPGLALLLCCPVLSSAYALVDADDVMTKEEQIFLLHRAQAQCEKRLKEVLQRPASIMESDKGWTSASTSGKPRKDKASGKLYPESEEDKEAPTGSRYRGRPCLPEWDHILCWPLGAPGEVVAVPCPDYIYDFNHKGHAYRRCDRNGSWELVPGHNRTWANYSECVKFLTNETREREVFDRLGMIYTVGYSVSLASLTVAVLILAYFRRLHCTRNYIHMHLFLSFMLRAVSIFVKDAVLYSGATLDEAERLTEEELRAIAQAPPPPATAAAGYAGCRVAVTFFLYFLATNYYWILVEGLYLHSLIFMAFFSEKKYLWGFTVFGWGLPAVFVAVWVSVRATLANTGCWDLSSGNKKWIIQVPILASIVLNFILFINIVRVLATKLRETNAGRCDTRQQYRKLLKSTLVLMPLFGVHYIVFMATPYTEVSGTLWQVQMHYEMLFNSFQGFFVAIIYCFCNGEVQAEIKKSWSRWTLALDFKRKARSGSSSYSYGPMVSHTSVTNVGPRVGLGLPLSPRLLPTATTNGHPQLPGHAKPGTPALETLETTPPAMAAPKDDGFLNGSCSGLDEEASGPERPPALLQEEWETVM
#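 HEK-293-derived GP2 cells expressing PTHR1 and a GloSensor cAMP reporter, 3,000/well, plated overnight, given luciferin plus IBMX (each 0.5 mM as added) for 1 h at 37 °C, then compound for 1 h at 37 °C. Luminescence was read after 15 min at room temperature.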
# GLP-1R inv ag – GLP-1 receptor (human) inverse agonism; P43220; HEK293 GLP-1R CRE-luciferase, luminescence, 24 h; GLP-1R form is constitutively active; Potency, µM (series often up to 38.3 µM), for the others: at the highest dose activity change, negative = inhibition, usual class: inhibitors; hit rate 1.6% among 410,000; also: potency is read from the fitted curve at half-maximal effect; % is scaled to controls: 0 for no effect and ±100 for the full control effect; nearly all actives have a fitted effect of over 55% in size
#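 Assay principle: reduced luminescence from a cAMP-responsive reporter in HEK293 cells co-expressing a constitutively active GLP-1R. Conditions: 24 hr compound incubation, 37 deg C, 5% CO2.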
# Numbers without * were called inactive; i = inactive; ? = inconclusive; . = not tested or not shown; [ ] = another dose, or the depositor's remark. Unless noted, calls follow the shape of the dose curve; as a rule, active = well fitted curve in the direction sought with a large enough effect; inconclusive = small, poorly fitted or top-dose-only effect, or another doubt; inactive = no such curve, though single readings can be large; an effect the other way counts as inactive or inconclusive. These rows are one share of the data, so the mix of outcomes need not match the whole.
# Sequence of screens: FUS suppressor	PTHR1 agonist	aSyn yeast inh	TDP43 rescue	pAkt inh	GLP1R ag	Abeta rescue	DRD3 antagonist	GLP-1R inv ag
Cc1nnc(SCCn2c(N3CC(C)CC(C)C3)nc3c2c(=O)n(C)c(=O)n3C)s1 (stereo unspecified)
 : .	i	-6.7%	19.9%	i	-1.5%	-33.1%[inhibitor]	-22.7	2.1%
O=C(NC(Cc1ccccc1)c1nc2ccccc2[nH]1)c1ccc(Cl)c([N+](=O)[O-])c1 (stereo unspecified)
 : -4.8%	-42.6%[inhibitor]	-0.7%	-14.1%	i	-3.5%	-8.0%	-62.7*	?
CN(CC(=O)NCc1cccs1)CC(=O)Nc1ccc(F)c(F)c1F
 : -0.1%	i	1.3%	13.0%	i	-2.0%	-0.3%	1.8	-2.2%
FC(F)(F)c1ccncc1-c1nnnn1-c1ccc(Cl)cc1
 : 12.6%	i	-5.0%	-6.3%	i	-1.0%	6.9%	-21.8	-14.2%
COCC(C)OC(=O)C(C#N)c1nc2ccccc2nc1N1CCN(Cc2ccccc2)CC1 (stereo unspecified)
 : -8.7%	i	1.9%	6.1%	i	-2.2%	3.0%	-5.5	-19.5%
CC1CCN(CCCNC(=O)c2cc3c(s2)-c2ccccc2OC3)CC1
 : 11.1%	-24.7%	4.8%	-2.2%	i	-0.7%	0.2%	-83.2*	?
O=C1c2ccccc2NC(c2ccccc2Cl)N1N=C1CCCCCC1 (stereo unspecified)
 : .	-1.2%	-2.1%	-0.1%	i	1.1%	0.0%	38.4	-11.8%
CCOC(=O)n1c(=O)n(Cc2c(Cl)cccc2Cl)c2ccccc21
 : -32.8%	-24.8%	11.2%	5.7%	i	12.6%	-4.5%[9.22 µM]	11.8	-25.7%
CCCOc1ccc(Cc2nc(N)nc(N)n2)cc1
 : 18.4%	i	-14.0%	-11.1%	.	-9.7%	1.3%	-15.7	39.9%[activator]
COc1ccc(OC)c2sc(NC(=O)C3CC3)nc12
 : -4.4%	i	-12.7%	0.0%	i	-0.3%	2.7%	5.2	-10.4%
Cc1ccc2nc(N3CCN(C(=O)c4ccco4)CC3)sc2c1
 : 2.7%	-14.2%	-1.0%	29.1%	i	2.2%	1.4%	18.1	3.4%
O=C(CSC1=NNC(c2ccccn2)S1)Nc1cccc(Cl)c1 (stereo unspecified)
 : 21.6%	i	8.91µM*	?	i	2.3%	15.8µM*	-1.8	-27.9%
COc1ccc(NC(=O)CN2C(=O)NC(C)(Cc3ccc(OC)c(OC)c3)C2=O)cc1 (stereo unspecified)
 : 9.8%	-23.2%	-2.1%	-13.6%	i	-1.0%	-5.7%	-17.7	4.4%
Cc1cc(C)n(CCc2nc(-c3ccc(C)o3)cs2)n1
 : ?	i	14.3%	?	i	-4.5%	4.7%	-3.0	7.6%
O=C(C[n+]1cc(-c2ccc(Cl)c(Cl)c2)n2c1CCC2)N1c2ccccc2Sc2ccccc21
 : .	-2.3%	-25.9%	-20.6%	i	1.7%	-46.3%[inhibitor]	6.9	-25.8%
O=C(CCc1nc(-c2ccc(Cl)cc2)no1)NC1CCCC1
 : -8.5%	i	?	?	i	-3.3%	-3.7%	16.5	-3.2%
CCCCCCN1C2=NCCN2c2ccccc21
 : 7.4%	i	0.6%	-14.1%	i	2.8%	-1.8%	-17.3	-24.7%
O=C(NCc1ccco1)C12CN(Cc3ccccc3)CC1C(c1ccc([N+](=O)[O-])cc1)=NO2 (stereo unspecified)
 : ?	-2.0%	-0.3%	20.1%	i	-2.7%	0.4%	0.0	-7.1%
Cc1c(NC(=O)CN(c2ccc(F)cc2)S(=O)(=O)c2ccccc2)c(=O)n(-c2ccccc2)n1C
 : 1.9%	i	1.3%	5.1%	i	3.6%	9.1%	5.0	-2.4%
C=CCSc1nc(=O)n2ccc(C)cc2n1
 : 28.7%	13.8%	-5.3%	-15.2%	i	12.6%	-3.9%	-4.1	8.3%
CC(=O)c1sc(NC(=O)c2c(-c3ccccc3)c(-c3ccccc3)nn(C)c2=O)nc1C
 : 21.3%	i	.	14.9%	.	.	-0.4%	.	?
CC(C)[C@H](NC(=O)OCc1ccccc1)C(=O)NC(C=O)Cc1ccccc1 (stereo partly specified)
 : -9.2%	i	-2.4%	?	i	26.6%	18.6%	13.9	4.7%
Cc1ccc(OCCCCCN2CCOCC2)cc1
 : 2.5%	i	4.2%	1.1%	i	1.0%	0.3%	-7.8	6.2%
O=C(O)c1cc(NCc2ccccc2C(F)(F)F)ccc1N1CCOCC1
 : 15.5%	i	-5.9%	-3.5%	i	0.3%	-5.3%	-23.4	4.3%
CC(=O)Nc1ccc(Nc2nc3ccccc3nc2NS(=O)(=O)c2ccccc2)cc1
 : ?	-20.9%	-12.5%	20µM*	i	1.3%	7.8%	-0.1	-17.2%
CCCN(C(=O)CCc1ccc(OC)cc1)c1c(N)n(Cc2ccccc2)c(=O)[nH]c1=O
 : 2.9%	i	1.5%	19.1%	i	-3.9%	-5.3%	7.1	5.1%
Cc1ccc(C)c(NC(=S)NC(NC(=O)Cc2ccccc2)C(Cl)(Cl)Cl)c1 (stereo unspecified)
 : .	i	-11.7%	-6.7%	i	-13.8%	3.1%	?	0.0%
O=C(Nc1ccc(-c2nc3ncccc3o2)cc1)c1ccco1
 : ?	-51.7%[inhibitor][57.5 µM]	-2.1%	?	i	4.6%	-13.8%	22.9	41.4%
Nc1ccc(C(=O)N/N=C\c2cc(N=Nc3cccc4ccccc34)ccc2O)cc1
 : 28.8%	i	-8.0%	0.3%	i	-14.9%	-35.6%[inhibitor]	-94.9*	?
C=CCN(CC=C)Cc1c(O)ccc2c(=O)c(-c3ccccc3)coc12
 : 5.5%	i	3.6%	2.4%	i	2.9%	5.8%	-3.8	?
O=C(CSc1nnnn1-c1cccc2c1CCCC2)N1CCCC1
 : -0.1%	-3.0%[57.5 µM]	3.3%	20µM*	i	-7.2%	-16.4%	2.9	?
CCOC(=O)N1CCN(Cc2ccccc2F)CC1
 : -5.4%	-6.1%	3.1%	-22.2%	i	1.7%	16.7%	-24.2	0.0%
CCN1C(=O)c2cccc3c(N)ccc(c23)C1=O
 : 0.7%	-0.5%	11.4%	17.0%	i	5.9%	-0.7%	22.9	37.5%[activator]
CCn1c(SCC(=O)N=Nc2c(O)[nH]c3ccccc23)nc2ccccc21
 : 11.8%	-3.0%	0.7%	-16.0%	i	6.2%	-10.9%	5.7	-28.0%
Cc1ccc(CNC(=O)NC23CC4CC(CC(C4)C2)C3)cc1
 : 13.2%	i	-0.2%	-12.1%	i	-0.6%	-1.0%	1.7	5.3%
Cc1ccc2c(c1)N(CC(=O)NCC1CCCO1)C(=O)C(C(C)C)O2 (stereo unspecified)
 : 1.7%	?	1.0%	-6.8%	i	6.9%	-2.7%	-12.5	-23.5%
CCC(C)NC(=O)c1cnn(-c2cccc(F)c2)c1-n1cccc1 (stereo unspecified)
 : 19.0%	-2.7%	.	-35.0%[inhibitor]	.	.	-31.1%	.	?
CC1C(C)N(C(=O)CCCl)c2ccccc2N1C(=O)CCCl (stereo unspecified)
 : 1.2%	i	0.4%	-7.5%	i	0.5%	-6.9%	2.5	0.8%
COc1ccc(C2=NN(C(=O)c3ccco3)C(c3cccs3)C2)cc1OC (stereo unspecified)
 : -8.0%	i	18.1%	2.7%	i	27.5%	4.3%	26.0	99.9%[activator]
Cc1cc(C)cc(Nc2nc3c([nH]2)c(=O)n(C)c(=O)n3C)c1
 : -15.3%	i	-6.0%	-5.5%	i	13.9%	-22.6%	-12.2	-2.5%

# Compound profiles (already shown). Screens in order: FUS suppressor, PTHR1 agonist, aSyn yeast inh, TDP43 rescue, pAkt inh, GLP1R ag, Abeta rescue, DRD3 antagonist, GLP-1R inv ag
# Profile of CC(=O)c1sc(NC(=O)c2c(-c3ccccc3)c(-c3ccccc3)nn(C)c2=O)nc1C → 21.3%, i, ., 14.9%, ., ., -0.4%, ., ?
# Profile of C=CCN(CC=C)Cc1c(O)ccc2c(=O)c(-c3ccccc3)coc12 → 5.5%, i, 3.6%, 2.4%, i, 2.9%, 5.8%, -3.8, ?

# Carrying on:
# Sequence of screens: FUS suppressor	PTHR1 agonist	aSyn yeast inh	TDP43 rescue	pAkt inh	GLP1R ag	Abeta rescue	DRD3 antagonist	GLP-1R inv ag
CCCc1cc(=O)[nH]c(SCC(=O)c2cc(C)n(-c3cc(C)on3)c2C)n1
 : 21.0%	-8.5%	9.5%	.	i	-0.3%	10.3%	17.1	6.0%
COc1ccc(CCNC(=O)c2ccc(Cl)nc2)cc1
 : 5.5%	-19.7%	6.2%	21.0%	i	4.8%	-13.6%	-11.4	-11.0%
CCN(CC(=O)NCc1ccc(F)cc1)C(=O)c1cccnc1SC
 : 25.0%	-67.8%[inhibitor]	-3.2%	-0.5%	i	2.2%	-4.0%	-7.1	-18.8%
O=C(O)CCN1C(=O)C2C3C=CC(C3)C2C1=O (stereo unspecified)
 : 26.3%	?	-4.2%	-12.3%	i	-0.1%	-4.7%	-8.3	3.9%
CCCCCn1c(N2CCN(Cc3ccccc3)CC2)nc2c1c(=O)[nH]c(=O)n2C
 : 0.2%	-13.6%	-8.7%	13.2%	i	13.3%	?	-20.2	-8.6%
Cc1nc2[nH]c(=O)n(O)c(=O)c2s1
 : .	i	1.0%	8.5%	i	0.1%	0.3%	1.5	14.2%
COc1ccc(S(=O)(=O)NCC(=O)N(CC2CCCO2)C(C(=O)NC2CCCC2)C(C)C)cc1 (stereo unspecified)
 : 22.6%	-24.0%	0.2%	0.0%	i	0.5%	-9.0%	-22.9	0.4%
COc1ccc(C(=O)NNC(=O)c2cccs2)cc1S(=O)(=O)N1CCOCC1
 : -12.6%	-12.4%	1.1%	0.3%	i	-2.8%	-4.2%	-9.9	16.0%
